M1 antagonist: M1 muscarinic receptor (rat) antagonism; CHO-M1 cells, Fluo-4 calcium, ACh EC80 antagonist mode; hits give low values; B-score at 10 µM; actives 3.4% (n = 64,000);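 active = calcium fluorescence response, raw or row-and-column corrected B-score, differing from the plate sample mean either way at a set confidence level, mostly lower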
Target sequence (P08482 whole entry, looked up): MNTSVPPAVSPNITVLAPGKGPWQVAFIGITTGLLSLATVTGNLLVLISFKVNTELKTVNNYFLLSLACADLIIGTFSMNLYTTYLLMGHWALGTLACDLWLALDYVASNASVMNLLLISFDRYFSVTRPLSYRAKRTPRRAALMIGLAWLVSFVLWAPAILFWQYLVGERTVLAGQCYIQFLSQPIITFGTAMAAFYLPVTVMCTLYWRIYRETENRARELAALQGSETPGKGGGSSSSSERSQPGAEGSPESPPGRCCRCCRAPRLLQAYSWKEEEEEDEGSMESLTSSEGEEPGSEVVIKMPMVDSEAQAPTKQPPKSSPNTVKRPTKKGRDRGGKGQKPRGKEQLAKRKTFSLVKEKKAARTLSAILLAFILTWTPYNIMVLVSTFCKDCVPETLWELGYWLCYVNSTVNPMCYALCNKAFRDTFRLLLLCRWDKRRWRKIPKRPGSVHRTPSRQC
HTR1E antagonist: antagonists of human 5-HT1E serotonin receptor; P28566; CHO 5-HT1E Ga15 NFAT-bla reporter, FRET, antagonist; inhibition, % at 6 µM; actives 0.99% (n = 65,000);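 active = inhibition above a set limit, the mean inhibition across every tested compound plus 3 SD, cut at about 29% in these data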;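 note: signal is the 460 over 535 nm emission ratio of beta-lactamase substrate; 0% = agonist plus DMSO wells and 100% = wells without agonist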
Target sequence (P28566 whole entry, looked up): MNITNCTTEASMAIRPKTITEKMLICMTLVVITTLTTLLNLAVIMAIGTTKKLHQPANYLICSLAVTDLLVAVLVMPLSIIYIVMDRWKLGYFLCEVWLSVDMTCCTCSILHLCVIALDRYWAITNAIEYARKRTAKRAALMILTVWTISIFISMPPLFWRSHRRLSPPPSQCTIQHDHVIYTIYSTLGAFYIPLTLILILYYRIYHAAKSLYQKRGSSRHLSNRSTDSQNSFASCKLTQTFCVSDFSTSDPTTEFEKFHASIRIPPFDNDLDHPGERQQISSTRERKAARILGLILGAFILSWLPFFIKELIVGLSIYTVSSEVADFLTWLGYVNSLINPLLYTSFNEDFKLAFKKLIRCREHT
Jurkat viability: cytotoxic compounds reducing Jurkat cell viability. Jurkat E6.1 viability, ATP luminescence, 48 h. inhibition, % at 4 µM. actives 1.2% (n = 56,000). AID 463;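 active = inhibition above the mean inhibition of all tested compounds plus 3 SD, cut at about 28% in these data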
M1 ag: activates the M1 muscarinic receptor; CHO-M1 cells, Fluo-4 calcium fluorescence, agonist mode; hits give high values; B-score at 10 µM; actives 3% (n = 64,000); AID 626;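 active = fluorescence rise, raw or as B-score row- and column-corrected plate score, outside the 99.7% band of its plate's samples, either direction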
S1P3 ag: S1P3 (human) receptor agonism | Q99500 | S1P3 NFAT-BLA reporter cells, FRET ratio; relative to 1 µM S1P, basal subtracted | activation, % at 4.5 µM | actives 0.1% (n = 60,000) | AID 373;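 active = activation above the screen-wide mean plus 3 SD, cut at about 4.5% in these data, passing the limit was not always enough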; note: some compounds called inactive have numbers as strong as hits
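material = human S1P3 NFAT-BLA reporter CHO cells | schedule = 4 h compound at 37 °C, 2 h substrate at RT | measured by = fluorescent BLA substrate, ex 405 nm, em 460/535 nm ratio | controls = 1 µM S1P reference | replication = primary once, confirmation triplicate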
5HT1E ag: 5-HT1E (human) receptor agonism; actives 0.69% (n = 65,000); activation, % at 6 µM; CHO 5-HT1E Ga15 NFAT-bla reporter, FRET; 0% DMSO wells, 100% control agonist wells; AID 574; P28566;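 active = activation above a set limit, the screen-wide mean activation plus 3 SD, cut at about 8.5% in these data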;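 note: 100% = positive control agonist at 1 µM giving full maximal response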
Her2 expr inh: Her2 kinase expression inhibition; P04626; SKBR-3 HER2 protein level, AlphaScreen, 18-24 h; hits give low values; HER2 level % of control, % at 10 µM; actives 0.69% (n = 65,000);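 active = HER2 level under 5% of the carrier-only control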;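 note: 100% = DMSO carrier and 0% = 500 nM PU-H71 HSP90 inhibitor; lower value means stronger loss of Her2 protein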
HEK293 NFkB inh: lowers PMA/ionomycin-induced NF-kB signal in HEK293 cells; HEK-293 NF-kB luciferase reporter, luminescence; actives 0.21% (n = 62,000); inhibition, % at 3 µM;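 active = inhibition above the mean of all tested compounds plus 3 SD, cut at about 40% in these data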;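 note: 0% = stimulated DMSO wells and 100% = 10 µM reference inhibitor 5653914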
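Signal: luciferase luminescence; Material: HEK-293 cells with stable firefly luciferase reporter driven by four HIV NF-kB elements; Probe or stimulus: PMA with ionomycin; Replication: tested once; Times: 1 h compound pretreatment, then 16 h stimulation at 37 °C, 5% CO2; Benchmarks: DMSO and 10 µM reference inhibitor; Evaluation: per-plate % inhibition versus controls.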
S1P1 ag pot: agonists and agonism potentiators of human S1P1 receptor; actives 0.57% (n = 56,000); AID 449; P21453; activation, % at 9.5 µM; S1P1 CRE-bla cells, forskolin, beta-lactamase FRET, potentiator mode; S1P1 agonist co-added at EC20, 2 nM; 100% = saturating reference agonist, 0% = basal;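 active = activation above a cutoff set at the mean activation of all tested compounds plus 3 SD, cut at about 54% in these data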;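 note: forskolin at 4 µM as EC80 and the EC20 agonist is SEW2871; 100% = SEW2871 at its EC100 plus forskolin at EC80; some compounds past the cut are filed as inactive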
* marks the source's active call; other numbers are inactive results; . = no result given.

SMILES	M1 antagonist	HTR1E antagonist	Jurkat viability	M1 ag	S1P3 ag	5HT1E ag	Her2 expr inh	HEK293 NFkB inh	S1P1 ag pot
COc1ccc(S(=O)(=O)Nc2ccccc2SC)cc1C	-0.81	13	4	0.57	0.7	-0.8	98	2	-8
CCc1c(C(=O)Nc2ccc(S(=O)(=O)N3CCOCC3)cc2)csc1C	-0.51	3	2	1.4	-1.4	-0.1	103	14	5
CCn1c(=O)c(C(=O)NCCNCCO)c(O)c2ccccc21	0.79	-8	-1	1	-0.6	-1.1	74	4	-6
CCOCCCNC(=O)C(c1ccc(OC)cc1)N(Cc1ccc2c(c1)OCO2)C(=O)CNC(C)=O (centres undefined)	-0.092	-1	.	-1.9	.	1.5	-22*	16	.
CCC(c1nnnn1C(C)(C)CC)N(CCCO)Cc1cc2cc(C)cc(C)c2[nH]c1=O (centres undefined)	0.23	-7	3	0.49	-0.8	0.3	85	18	-20
Cc1coc2cc3oc(=O)c4c(c3cc12)CCC4	-0.15	3	3	-0.66	-1.2	-0.8	71	-3	3
CCC(Sc1nc2c(cnn2-c2ccc(Cl)cc2)c(=O)[nH]1)C(=O)OC (centres undefined)	0.69	1	-4	-0.49	0.7	0.5	98	-1	-1
COc1ccc(C(=O)Cn2nnc(-c3ccccc3NC(=O)C3CC3)n2)cc1	0.0016	6	-3	-0.18	-1.0	-0.4	83	3	-6
COc1ccccc1-c1nc(C#N)c(N2CCC(Cc3ccccc3)CC2)o1	0.39	-3	0	-1.5	-0.6	0.3	87	22	-5
CCOc1ccc(S(=O)(=O)Nc2ccccc2C(=O)NCC2CCCO2)cc1 (centres undefined)	-0.28	-1	2	-1.4	-0.4	0.8	137	12	-14
CC1CN(S(=O)(=O)c2ccc(C(=O)Nc3sc4c(c3C(N)=O)CCN(C)C4)cc2)CC(C)O1 (centres undefined)	-0.15	5	0	0.83	-0.7	-0.7	106	8	-19
O=C(c1noc2c1CCCC2)N1CCN(c2ccccc2)CC1	-0.8	-3	3	-0.71	-1.0	0.8	99	-1	8
COC(=O)c1[nH]c2cccc(OC)c2c1NC(=O)CN1CCOCC1	0.27	2	-6	0.17	-0.4	1.2	74	-2	-20
COC(=O)c1cc(N2C(=O)C3C(C2=O)C2(C)C=CC3(C)O2)ccc1Cl (centres undefined)	0.17	2	10	0.94	0.6	-0.6	72	9	-2
CCn1c(SCC(=O)NCc2ccc(F)cc2)nc2c(c1=O)SC(C)C2 (centres undefined)	-0.41	7	-2	0.7	0.3	0.8	115	0	-4
COc1ccc(CCNC(=O)CCn2c(SCC#N)nc3ccccc3c2=O)cc1OC	0.64	5	.	-0.97	.	-0.1	69	8	.
Cc1cc(C)n2c(SCC(=O)Nc3ccccc3)nnc2n1	1.1	14	0	0.11	-0.5	-0.8	121	3	-7
Cc1cccc(-c2nc3ccccc3c3nncn23)c1	0.57	-12	-5	-0.23	-0.9	0.3	98	7	-12
Nc1nnc(SCC(=O)NC2CCCCC2)n1-c1ccccc1	0.69	0	-3	0.16	-0.6	-0.2	87	6	.
Cn1c(=O)c2c(nc(N3CCOCC3)n2C)n(C)c1=O	-0.08	5	-1	0.0052	-1.3	-0.6	116	10	-10
CC(C)(C)NC(=O)CSc1ncnc2c1nnn2Cc1ccccc1Cl	1.2	5	12	1.5	-0.5	-0.7	4.8*	9	58
CCOC(=O)C1CCN(S(=O)(=O)c2ccc(C(=O)OC)cc2)CC1	0.33	8	6	0.31	-1.3	-0.7	84	20	1
CCCn1cc(SCC(N)=O)c2ccccc21	0.43	-2	-9	0.32	-0.7	0.6	113	3	-19
CCOc1ccc(-c2nc(C#N)c(N3CCCCCC3)o2)cc1	0.16	10	5	0.027	-1.5	0.4	100	4	3
CC(=O)NC(CCS(C)(=O)=O)C(=O)Nc1cc(Cl)ccc1Cl (centres undefined)	-0.49	-5	-3	-0.24	-0.4	0.2	104	12	12
CCCN1C(=O)C(NC(C)=O)c2cc(OC)ccc21 (centres undefined)	0.32	-5	-2	-1.2	-0.3	0.7	125	15	-22
O=C(Nc1ccon1)c1cccc(S(=O)(=O)N2CCCC2)c1	0.13	4	4	-0.033	0.4	-0.4	113	18	-10
COCCN1Cc2cccc(C(=O)Nc3cccc(C)c3C)c2C1=O	0.69	-10	-4	1.2	-0.1	1.2	104	3	-4
Cc1cc(NC(=O)COC(=O)COc2ccc(C(=O)c3ccccc3)cc2)no1	1.9	13	11	0.59	-1.2	-0.6	104	9	25
CCOc1ccc(CCNC(=O)C2CCCN(c3nnc(-n4cccc4)s3)C2)cc1OCC (centres undefined)	1.9	5	-2	1	-1.4	-0.2	94	14	3
O=C(Nc1ccccc1C(=O)N1CCOCC1)C1COc2ccccc2O1 (centres undefined)	0.5	5	2	-0.71	-1.1	0.2	73	18	-31
CCOC(=O)N1CCC(NC(=O)Cn2cc3c(n2)CCCC3)CC1	-0.24	-6	1	-0.33	-1.2	-0.9	97	10	-4
Cc1ccc(Nc2ncccc2C(=O)O)cc1C	-1.2	2	4	-0.29	0.1	0.0	132	-8	-2
c1ccc(NCc2nc(-c3ccccc3)no2)cc1	0.41	-6	-4	0.55	-1.3	-0.3	96	-1	3
Cc1ccc2[nH]c3c(=O)n(CCN4CCNCC4)cnc3c2c1	0.26	5	-5	0.63	-0.7	-1.2	70	14	-13
CN(Cc1ccccc1)Cc1c[nH]c2ccccc12	-0.13	16	.	-0.00087	-3.5	-0.7	88	.	5
COc1ccccc1NC(=O)C1=C(C)Nc2ncnn2C1c1ccccc1C (centres undefined)	0.67	-14	0	0.41	-0.8	-0.2	80	-1	-36
CN(C)CCNC(=O)c1ccc2c(c1)N(Cc1ccc(F)cc1)CCS2	-1.1	3	4	-1.7	-1.7	0.5	91	18	-12
Cc1ccc(Cn2ncc3c(N4CCCC4)ncnc32)cc1	-0.43	6	-3	1.1	0.3	-0.3	106	3	.
Cc1ccnc(SCC(=O)N2CCC(C(N)=O)CC2)n1	1.7	-2	-5	0.66	-1.2	0.9	100	13	-11

One compound at a time, as listed above. Screens in order: M1 antagonist, HTR1E antagonist, Jurkat viability, M1 ag, S1P3 ag, 5HT1E ag, Her2 expr inh, HEK293 NFkB inh, S1P1 ag pot
CCC(Sc1nc2c(cnn2-c2ccc(Cl)cc2)c(=O)[nH]1)C(=O)OC (centres undefined) reads 0.69, 1, -4, -0.49, 0.7, 0.5, 98, -1, -1
CCn1c(=O)c(C(=O)NCCNCCO)c(O)c2ccccc21 reads 0.79, -8, -1, 1, -0.6, -1.1, 74, 4, -6
CCOc1ccc(-c2nc(C#N)c(N3CCCCCC3)o2)cc1 reads 0.16, 10, 5, 0.027, -1.5, 0.4, 100, 4, 3

Carrying on.
SMILES	M1 antagonist	HTR1E antagonist	Jurkat viability	M1 ag	S1P3 ag	5HT1E ag	Her2 expr inh	HEK293 NFkB inh	S1P1 ag pot
Cc1ccc(C(=O)N2CCOCC2)cc1Cl	-1.5	-1	0	-1.1	-0.2	0.4	97	3	.
O=C1CSC(c2ccccn2)N1Cc1cn2ccccc2n1 (centres undefined)	0.61	-1	0	-0.31	1.1	-0.2	97	8	14
CCc1nn(CC(=O)NCCN2CCN(C)CC2)c(=O)c2cc3occc3n12	1	-9	-6	0.75	-0.2	0.8	73	5	-10
O=C(Nc1ccc2c(c1)OCCO2)NC1(C(F)(F)F)Oc2ccccc2O1	-1.7	2	25	0.095	-1.0	0.8	98	12	28
O=C(NCC1CCCO1)C1CCN(S(=O)(=O)c2cccc3cccnc23)CC1 (centres undefined)	-0.67	-1	-2	0.052	-0.6	0.0	92	8	11
CCOc1ccc(CCNC(=O)c2cc3sccc3n2C)cc1OCC	0.011	16	12	0.58	-0.2	0.8	114	19	-2
CCCc1nc(N2CCOCC2)c(C#N)c2c1CCCC2	0.36	-4	.	-0.27	2.3	-0.2	100	.	16
N#CC1=C2SCN(Cc3ccco3)CN2C(=O)CC1c1ccc(Cl)cc1 (centres undefined)	-0.0058	7	0	-0.25	-0.9	0.5	97	-5	-2
CCc1ccc(N2CC(C(=O)Nc3cc(C)ccc3F)CC2=O)cc1 (centres undefined)	0.14	6	0	0.035	-1.5	0.3	.	19	7
CCOC(=O)N1CCN(C(=O)C2CCCN(c3nc4ccc(OCC)cc4s3)C2)CC1 (centres undefined)	-0.077	-12	1	0.77	-0.7	-0.4	64	-1	-21
NC(=O)CC(O)c1cccc(Cl)c1 (centres undefined)	0.2	4	-1	0.11	-0.6	-0.8	94	11	2
COc1ccc(C2(C(=O)NCCN3CCOCC3)CCOCC2)cc1	-0.046	-9	-4	0.19	1.9	0.9	91	21	-23
O=C(NCc1ccccc1F)C1CCN(C(=O)NCc2ccccc2)CC1	0.32	0	-4	0.17	-0.5	-0.1	103	17	-2
Cc1ccc(-c2cc(C(=O)NCCN3CCOCC3)no2)cc1	0.0076	-4	-6	-0.79	-0.6	-0.7	147	12	13
CCc1c(C)c(C#N)c2nc3ccccc3n2c1NCCN(C)C	-0.85	3	2	0.2	-1.0	0.1	98	16	-22
Cn1c(=O)n(CC(N)=O)c2ccccc21	0.066	9	6	0.29	-1.3	-0.2	118	7	-2
O=C(C1CCN(S(=O)(=O)N2CCOCC2)CC1)N1CCN(c2ccccc2)CC1	-0.22	-5	7	-0.02	-0.3	3.0	102	13	-22
CC1(c2ccccc2)NC(=O)N(CC(=O)N2CCOCC2)C1=O (centres undefined)	1.8	-6	-3	0.4	0.6	-0.3	114	10	-14
c1ccc(Nc2nn[nH]n2)cc1	-0.06	-3	.	-0.0067	.	-0.2	132	5	.
COc1ccc(NC(=O)CSc2nncs2)cc1OC	0.57	-6	-7	-0.38	-0.1	6.7	99	23	6
COc1ccc(C(=O)Nc2ccc(N3CCOCC3)cc2)cc1OC	-0.64	13	10	0.0056	-2.0	0.4	.	11	15
Cc1c(N=Cc2ccc(-c3ccc(Cl)cc3)o2)c(=O)n(-c2ccccc2)n1C	-1.1	-4	-1	0.033	0.1	-0.1	89	23	-13
Cc1cc(C)cc(Nc2ncc3c(n2)CC(c2ccco2)CC3=O)c1 (centres undefined)	0.47	1	2	0.31	-1.7	-0.6	105	23	12
COc1ccc(NC(=O)[C@H](CCS(C)(=O)=O)N2Cc3ccccc3C2=O)c(OC)c1	-0.033	-5	-4	-1.8	-0.6	0.7	91	3	-10
O=C(NCCN1CCCCC1)c1ccc(=O)oc1	-0.05	-2	.	0.42	-2.7	0.6	109	.	0
Cc1ccc(Cl)cc1N1CCN(C(=O)C2CCN(c3nnc(-n4cccc4)s3)CC2)CC1	-0.013	-11	41*	-0.64	-1.9	3.2	90	9	87*
CC(NC(=O)c1cncc(Br)c1)c1ccc(S(N)(=O)=O)cc1 (centres undefined)	0.058	-11	-2	-0.27	1.2	-0.1	102	9	12
Cc1nc(NCCCN2CCOCC2)c2oc3ccccc3c2n1	-1.5	5	.	1.1	.	1.0	114	16	.
CCN1C(=O)/C(=C/N2CC(C)CC(C)C2)SC1=S (centres undefined)	-0.96	-13	-4	-1.1	-0.8	1.4	62	16	-6
CCS(=O)(=O)CCSc1nc2ccccc2s1	-0.55	18	1	-0.38	-1.4	-0.3	108	5	-5

Source: PubChem BioAssay

Rows are unselected (roughly 9.2% active in at least one column).
